# Bioassay records deposited in PubChem by several laboratories.
# RBBP9 inh – human RBBP9 hydrolase inhibition; recombinant RBBP9, FP-Rh probe fluorescence polarization; inhibition, % at 7.94 µM; hit rate 0.2% among 220,000;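 active means inhibition above the campaign mean of all tested compounds plus 3 SD, cut at about 14% in these data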;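 further: plate controls were DMSO wells with RBBP9 for no effect and wells lacking RBBP9 protein for full effect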
# Target sequence (O75884 whole entry, looked up): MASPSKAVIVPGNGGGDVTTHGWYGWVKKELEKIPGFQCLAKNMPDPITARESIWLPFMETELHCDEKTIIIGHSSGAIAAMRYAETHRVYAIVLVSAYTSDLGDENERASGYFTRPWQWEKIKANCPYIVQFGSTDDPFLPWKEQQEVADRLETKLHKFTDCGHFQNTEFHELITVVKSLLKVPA
#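 Test system – recombinant human RBBP9 · Input – RBBP9 2.5 µM in dispensing solution, pre-mixing · Medium – Tris buffer pH 8.0, NaCl, Pluronic · Schedule – preincubation 30 min plus labeling 45 min at 25 °C · Measured by – fluorescence polarization · Measure – % inhibition · Controls – DMSO and no-protein wells · Replicates – one well per compound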
# BaF3 tox – parental Ba/F3 viability inhibition as JAK2V617F counter-screen; CellTiter-Glo ATP luminescence; hit rate 1.1% among 220,000; AID 1486; inhibition, % at 5.6 µM;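 active means inhibition above a per-campaign cutoff, the mean inhibition of all tested compounds plus 3 SD, cut at about 27% in these data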;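 further: 0% = DMSO wells and 100% = JAK Inhibitor I control wells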
# NPY1 pot ag – human NPY-Y1 potentiation or agonism, primary screen; NPY-Y1 expressing cells, potentiator/agonist activation; activation, % at 3.6 µM; hit rate 0.37% among 220,000; AID 1304; in the data active means activation above about 33%, passing the limit was not always enough;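 further: cells stimulated with NPY at EC10 then isoproterenol at EC100; 0% = low agonist plus stimulus and 100% = saturating agonist plus stimulus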
# S1P4 ag – agonists of human S1P4 receptor. O95977. S1P4-expressing cell line, agonist reporter assay. activation, % at 4.98 µM. hit rate 0.35% among 220,000. AID 1509; in the data active means activation above about 11%;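 further: 0% = DMSO vehicle and 100% = reference agonist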
# S1P4 antagonist – antagonists of human S1P4 receptor. O95977. S1P4-expressing cells, antagonist mode, reporter read-out. inhibition, % at 4.98 µM. hit rate 0.26% among 220,000; in the data active means inhibition above about 29%;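 further: 0% = wells stimulated with agonist and 100% = vehicle wells without agonist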
# Ba/F3 V617F tox – reduce viability of Ba/F3 cells dependent on JAK2V617F; inhibition, % at 5.6 µM; Ba/F3 EpoR-JAK2V617F viability, ATP luminescence; hit rate 1.1% among 220,000; AID 1446;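 active means inhibition above the campaign mean plus 3 SD over all tested compounds, cut at about 24% in these data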;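 further: cytokine-independent growth of Ba/F3 cells driven by EpoR plus mutant JAK2; 0% = DMSO-treated cells and 100% = JAK inhibitor I control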
# NPY Y1 blocker – NPY-Y1 (human) receptor antagonism | P25929 | HEK293-CNG Y1 cells, membrane potential fluorescence; NPY at EC95, then isoproterenol | inhibition, % at 3.6 µM | hit rate 1% among 200,000;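 active means inhibition above the campaign mean inhibition of all tested compounds plus 3 SD, cut at about 20% in these data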;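 further: 0% = DMSO wells given NPY plus isoproterenol and 100% = isoproterenol alone without NPY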
#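 Assay system: HEK293 Y1/CNG channel cell line; Doses: single compound dose of 3.6 µM, 0.4% DMSO; Timing: dye 3 h, compound 60 min room temperature, stimulation 45 min; Technique: Membrane-potential fluorescent dye readout; Measure: % inhibition of NPY effect.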
# NPY2 pot ag – human NPY-Y2 potentiation or agonism, primary screen; P49146; cells expressing NPY-Y2, potentiator/agonist read-out; activation, % at 3.6 µM; hit rate 0.45% among 220,000; AID 1359; in the data active means activation above about 27%;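 further: cells stimulated with NPY near EC25 plus isoproterenol at EC100; 0% = vehicle plus submaximal agonist and 100% = vehicle plus saturating agonist; some results beyond the cut were filed as inactive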
# Runt-CBFb FRET – blocks binding of human RUNX1 Runt domain to CBFb; Q01196+Q13951; Cerulean-Runt/Venus-CBFb FRET ratio 530/480, 1 h; inhibition, % at 20 µM; hit rate 0.46% among 220,000; AID 1496;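 active means inhibition over about 50% at 20 µM in the single-dose screen, limit read from the data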;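 further: 0% = DMSO wells and 100% = excess unlabeled CBFb competitor control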
# Target sequence (Q01196 whole entry, looked up, the tested form may be a part): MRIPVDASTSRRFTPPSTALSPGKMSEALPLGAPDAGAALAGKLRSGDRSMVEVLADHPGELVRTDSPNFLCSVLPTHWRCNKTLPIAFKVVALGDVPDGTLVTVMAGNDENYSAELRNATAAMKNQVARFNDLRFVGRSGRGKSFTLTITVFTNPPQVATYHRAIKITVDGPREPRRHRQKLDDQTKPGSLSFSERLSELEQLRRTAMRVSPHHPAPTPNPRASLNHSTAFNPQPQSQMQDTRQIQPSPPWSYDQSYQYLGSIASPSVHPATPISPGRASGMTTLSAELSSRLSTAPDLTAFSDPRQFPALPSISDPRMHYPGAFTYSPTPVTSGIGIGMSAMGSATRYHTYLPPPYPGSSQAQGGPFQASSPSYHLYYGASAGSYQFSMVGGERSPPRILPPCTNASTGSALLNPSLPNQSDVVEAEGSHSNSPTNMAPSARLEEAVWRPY
# Target sequence (Q13951 whole entry, looked up, the tested form may be a part): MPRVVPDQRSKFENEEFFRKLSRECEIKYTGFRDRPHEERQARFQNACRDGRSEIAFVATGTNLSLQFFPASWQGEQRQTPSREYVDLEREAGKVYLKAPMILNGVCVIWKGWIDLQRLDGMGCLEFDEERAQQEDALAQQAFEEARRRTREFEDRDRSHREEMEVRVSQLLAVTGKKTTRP
#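 Doses: 20 µM compound in 1% DMSO | Material: Cerulean-labeled Runt domain protein | Amount: Each fluorescent fusion protein 100 nM | Schedule: Two 1 h room-temperature incubations shielded from light | Measured by: FRET fluorescence | Evaluation: Loss of energy transfer signal | Controls: Unlabeled CBFb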
# Numbers without * were called inactive; . = not tested or not shown.
SMILES,RBBP9 inh,BaF3 tox,NPY1 pot ag,S1P4 ag,S1P4 antagonist,Ba/F3 V617F tox,NPY Y1 blocker,NPY2 pot ag,Runt-CBFb FRET
O=C(COC(=O)c1ccc(S(=O)(=O)Nc2ccccc2)cc1)NCC1CCCO1 (centres undefined),-10,-6,14,1.0,-8,-1,.,-3,0
COC(=O)c1cc(Cl)c(NC(=O)C(C)C)cc1OC,3,4,-14,0.8,-9,0,5,-5,1
COc1ccc(Cn2nnnc2C(c2ccc3ncccc3c2)N2CCN(C3CCCCC3)CC2)cc1 (centres undefined),3,9,-10,0.6,8,1,-6,-22,0
COCCn1ccc(O)c(Cc2ccc(Cl)cc2)c1=O,-6,3,0,0.3,-17,2,3,-2,0
COc1ccc(NS(=O)(=O)Cc2ccccc2)cc1OC,-19,3,-25,1.8,-6,3,3,-6,8
O=C(CCC(=O)NNC(=O)c1ccccc1[N+](=O)[O-])NCc1ccccc1,2,11,4,2.9,-9,4,5,-13,-2
O=c1c2c(nc3n1CCS3)c1cc(F)ccc1n2Cc1cc(=O)n2cc(Cl)ccc2n1,-4,-2,5,-0.5,3,-6,.,9,3
CC(=O)n1cc([C@@H]2C=C(C(=O)Nc3ccccc3)O[C@H](OCCCCO)C2)c2ccccc21,-11,4,1,0.1,-12,1,5,-22,-10
COc1cc(NC(C)=O)c2ncccc2c1NC(C)=O,-1,-7,21,0.6,-1,-2,.,8,1
COc1cccc(NC(=O)C2(S(=O)(=O)c3ccc(Cl)cc3)CC2)c1,-10,2,9,2.2,2,-3,.,-3,1
O=C(NCc1ccccn1)c1ccc(-c2ccccc2)cc1,3,6,-7,0.9,-5,0,-4,-4,-1
CCCn1c(SCC(=O)N2CCCCC2)nnc1C(C)C,0,7,2,0.5,5,-3,-3,2,.
Cc1ccc(NCC(=O)Nc2cccc(S(=O)(=O)N(C)C)c2)c(Cl)c1,-6,10,4,-2.3,3,5,8,9,0
CC1(C)CC(=O)C(N=Nc2cc(C(F)(F)F)ccc2Cl)=C(O)C1,2,-2,14,-0.2,-18,-7,-6,-4,1
CC(C)=CC(=O)Nc1ccc(Cl)cc1,-3,6,8,0.8,1,1,3,-6,0
CCN1CCN(c2ncnc3c2sc(=S)n3-c2ccccc2)CC1,-11,3,-13,0.8,13,8,-2,-1,0
CCOC(=O)C1C(=O)Nc2nc3ccccc3n2C1C(C)C (centres undefined),-9,-2,15,1.7,-14,-3,0,8,-1
Cc1ccc(S(=O)(=O)Nc2cccc(NC(=O)CN3CCCCC3)c2)cc1,-2,3,-34,2.3,3,-3,6,-5,0
CC(=O)Nc1ccc(CN2CCN(C3CCCCC3)C(CCO)C2)cc1 (centres undefined),-5,-3,-17,-0.6,2,-2,0,-10,-1
C=CCn1c(C)cc(C(=O)COc2nncc3ccccc23)c1C,0,12,-4,2.1,1,1,2,8,0
Cc1cc(C)cc(N(C(=O)Cn2nnc(-c3ccccc3)n2)C(C(=O)NC2CCCCC2)c2ccccn2)c1 (centres undefined),-2,0,-10,-1.4,-3,-4,4,-18,1
Cc1cc(=O)n2c(ccc3ccccc32)c1C#N,-7,6,-9,-0.7,2,2,2,-12,-11
CCCCCn1c(SCC2CCCO2)nc2cc(C(=O)N3CCC(C(N)=O)CC3)ccc2c1=O (centres undefined),-6,7,-31,-2.2,4,2,0,-2,1
Cc1cc(NC(=O)CSc2ccc(-c3ccc4c(c3)OCO4)nn2)no1,3,0,-4,-2.8,5,-2,-6,-12,-3
Cc1ccc(C(=O)N2C(=O)c3cccc(N)c3C2=O)o1,-2,-4,-20,0.1,15,2,.,-59,-16

# Shown bar-delimited: part of the list above.
canonical_smiles | RBBP9 inh | BaF3 tox | NPY1 pot ag | S1P4 ag | S1P4 antagonist | Ba/F3 V617F tox | NPY Y1 blocker | NPY2 pot ag | Runt-CBFb FRET
O=C(CCC(=O)NNC(=O)c1ccccc1[N+](=O)[O-])NCc1ccccc1 | 2 | 11 | 4 | 2.9 | -9 | 4 | 5 | -13 | -2
O=c1c2c(nc3n1CCS3)c1cc(F)ccc1n2Cc1cc(=O)n2cc(Cl)ccc2n1 | -4 | -2 | 5 | -0.5 | 3 | -6 | . | 9 | 3
CC(=O)n1cc([C@@H]2C=C(C(=O)Nc3ccccc3)O[C@H](OCCCCO)C2)c2ccccc21 | -11 | 4 | 1 | 0.1 | -12 | 1 | 5 | -22 | -10
COc1cc(NC(C)=O)c2ncccc2c1NC(C)=O | -1 | -7 | 21 | 0.6 | -1 | -2 | . | 8 | 1
COc1cccc(NC(=O)C2(S(=O)(=O)c3ccc(Cl)cc3)CC2)c1 | -10 | 2 | 9 | 2.2 | 2 | -3 | . | -3 | 1
O=C(NCc1ccccn1)c1ccc(-c2ccccc2)cc1 | 3 | 6 | -7 | 0.9 | -5 | 0 | -4 | -4 | -1
CCCn1c(SCC(=O)N2CCCCC2)nnc1C(C)C | 0 | 7 | 2 | 0.5 | 5 | -3 | -3 | 2 | .
Cc1ccc(NCC(=O)Nc2cccc(S(=O)(=O)N(C)C)c2)c(Cl)c1 | -6 | 10 | 4 | -2.3 | 3 | 5 | 8 | 9 | 0
CC1(C)CC(=O)C(N=Nc2cc(C(F)(F)F)ccc2Cl)=C(O)C1 | 2 | -2 | 14 | -0.2 | -18 | -7 | -6 | -4 | 1
CC(C)=CC(=O)Nc1ccc(Cl)cc1 | -3 | 6 | 8 | 0.8 | 1 | 1 | 3 | -6 | 0
CCN1CCN(c2ncnc3c2sc(=S)n3-c2ccccc2)CC1 | -11 | 3 | -13 | 0.8 | 13 | 8 | -2 | -1 | 0
CCOC(=O)C1C(=O)Nc2nc3ccccc3n2C1C(C)C (centres undefined) | -9 | -2 | 15 | 1.7 | -14 | -3 | 0 | 8 | -1

# Continuation.
SMILES,RBBP9 inh,BaF3 tox,NPY1 pot ag,S1P4 ag,S1P4 antagonist,Ba/F3 V617F tox,NPY Y1 blocker,NPY2 pot ag,Runt-CBFb FRET
Cc1nnc(NC(=O)CSc2nnc(-c3ccco3)o2)s1,-7,3,3,-1.3,9,-4,4,8,8
CCOC(=O)c1nn(-c2ccccc2)c(C(=O)OCC)c1N,1,6,1,-1.1,-14,2,7,-3,0
Cc1c(Cl)cccc1NC(=O)CCN1CCCCCC1,6,7,-32,-1.3,19,-1,1,15,0
Cc1c(OC(=O)CNC(=O)OC(C)(C)C)ccc2c3c(c(=O)oc12)CCC3,0,-2,-40,0.8,0,-4,2,-5,37
COc1ccc(Cl)cc1NC(=S)N(CCCN1CCOCC1)Cc1cn(C)c2ccccc12,-6,5,1,0.3,-17,3,-7,1,39
CC(C(=O)NC1CC(C)(C)NC(C)(C)C1)c1ccc([N+](=O)[O-])cc1 (centres undefined),5,1,10,0.7,-5,-2,-2,10,-2
O=C(/C=C/Nc1ccc(Cc2ccc(N/C=C/C(=O)C(F)(F)F)cc2)cc1)C(F)(F)F,-3,6,1,2.3,-9,1,-4,-12,-9
COc1ccc(OC)c(/C=N/NC(=O)c2ccc3nc[nH]c3c2)c1,-5,0,15,1.4,9,-4,.,28,5
COCCCN(C(=O)Cn1ncc2c(=O)oc3ccc(C)cc3c21)C(C)c1ccncc1 (centres undefined),-7,0,15,0.1,-3,-1,1,-15,-1
CCNc1nc(C)c(CN(C(C)=O)c2ccccc2)nc1C#N,-10,0,4,-0.3,-1,-2,1,4,32
COc1cc(/C=N/NC(=O)CC2(C)OCCCO2)ccc1OCc1ccccc1,-3,0,0,-0.9,-39,-4,5,8,-1
Cn1c2ccccc2c2ncn(Cc3ccco3)c(=O)c21,-4,9,-8,-1.2,-11,6,2,-14,28
Brc1ccccc1/C=N/Nc1ccc2ccccc2n1,-3,6,-59,-2.6,3,-2,4,-5,-1
COc1cc([N+](=O)[O-])cc2sc(NC(=O)C3CC3)nc12,-5,4,20,0.9,-24,-1,-10,7,-1
CCOc1ccc(C(=O)NCC(=O)OCC(=O)c2ccc3c(c2)-c2ccccc2C3)cc1,4,4,-4,1.7,3,0,7,0,0
Cc1cc2nnc(SCC(=O)N3CCCCCC3)n2c(N)n1,-6,4,1,1.6,2,-2,0,5,3
Cc1cc(C)nc(NC2=NCC(=O)N2c2ccc(F)c(Cl)c2)n1,-6,7,-14,0.5,-69,-1,-6,3,-1
CCC(C)(C)n1nnnc1C(C(C)C)N1CCSCC1 (centres undefined),-18,6,5,-0.2,2,6,15,-3,-1
Cc1cccc2cc(/C=N/Nc3ccc(C(=O)O)cc3)c(Cl)nc12,-4,9,30,-1.2,23,11,.,-4,-8
COC(=O)c1cn(C(=O)c2ccccc2)c2ccccc12,-7,2,2,-0.2,1,-1,-3,-1,-1
Cc1ccc(Cl)cc1N1CCN(C(=O)C2CCN(S(=O)(=O)c3cnc[nH]3)CC2)CC1,-10,2,-10,0.9,-6,7,-7,10,-1
Cc1ccc(C(=O)NC(=S)NNC(=O)CC#N)cc1,-7,8,16,2.5,-24,-2,2,17,13
Cc1ccc2c(c1)C1CN(C)CCC1N2C(=O)c1cccc(S(=O)(=O)N(C)C)c1 (centres undefined),-12,5,-26,-0.3,7,4,7,-6,0
CCN(CC)C(=O)N1CCN(C(=O)N2CCOCC2)CC1,-6,-1,-2,0.0,-10,-5,-5,10,-1
Cc1cc(-n2c(C)cc(C(=O)CSc3nnc4sc5ccccc5n34)c2C)no1,-4,1,-5,0.3,-14,-2,4,12,1
# More results
SMILES,RBBP9 inh,BaF3 tox,NPY1 pot ag,S1P4 ag,S1P4 antagonist,Ba/F3 V617F tox,NPY Y1 blocker,NPY2 pot ag,Runt-CBFb FRET
NC(=O)COC(=O)c1ccc(NS(=O)(=O)c2ccc3c(c2)OCCO3)cc1,2,-1,-2,0.9,-15,-1,.,-13,-3
CCSC1=N/C(=C\c2ccc(-c3ccccc3[N+](=O)[O-])o2)C(=O)S1,1,11,-13,0.8,6,3,-2,0,17
O=C(NN=C1CCCC1)c1cc(-c2ccccc2)n[nH]1,-4,11,-4,-2.2,-10,4,6,-5,1
COC(=O)c1[nH]c2ccccc2c1NS(=O)(=O)c1ccc(F)c(C)c1,-7,8,-1,0.8,-9,-1,0,1,-3
COCCN(Cc1cc2cc3c(cc2nc1Cl)OCO3)C(=O)Nc1ccc(F)cc1,-7,2,3,-0.7,-11,1,0,7,-2
CCOC(=O)c1nnn2c3ccccc3c(=O)n(C)c12,3,-1,21,-0.8,-10,1,.,9,-1

# Outcome played no part in choosing rows. Share with any hit: about 3.6%.
